RECQ1 helicase = blocks DNA unwinding by human RECQ1; P46063; RECQ1 DNA unwinding, red fluorescence kinetic read; Potency, µM (doses to about 57.3 µM), without a hit: at the top dose activity, negative = inhibition, most hits filed as inhibitors; hit rate 0.54% among 240,000; AID 2549;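 note: plate controls were vehicle for no effect and no enzyme for full effect; nearly all actives have a fitted effect of over 30% in size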
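RECQ1T1 50 nM; forked duplex (20 bp + 30-nt ss tails) 200 nM, ATP 2 mM final; pH 8.0, 2 mM MgCl2, 2.5 ug/ml poly(dI-dC); 15 min compound preincubation; discontinuous kinetic read over 2 h at RT.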
JMJD2E inh = blocks human JMJD2E demethylase activity; Potency, µM (top dose mostly 57.1 µM), for the others: at the top dose activity change, negative = inhibition, actives largely listed as inhibitors; hit rate 1.6% among 230,000; JMJD2E catalytic domain, FDH-coupled NADH fluorescence (FDH is formaldehyde dehydrogenase); active = well fitted inhibition curve with a large enough effect, not every such curve was filed as active; inconclusive = small, poorly fitted or top-dose-only effect, or another doubt; inactive = no such curve, though single readings can be large or run the other way;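 note: 0% = wells with enzyme and -100% = buffer wells without enzyme; nearly all actives have a fitted effect of over 50% in size; many of its hits are not listed in these tables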
Tau fibril ThT = inhibitors of human tau fibril formation, thioflavin T binding; P10636; recombinant tau K18 P301L, heparin-induced fibrillization, ThT fluorescence; Potency, µM (titrated, usually from 57.4 µM), for inactives: at the highest dose activity, negative = inhibition, actives largely listed as inhibitors; hit rate 2.1% among 270,000; AID 1460; note: nearly all actives have a fitted effect of over 55% in size
Target sequence (P10636 561-689 P618L limits assumed): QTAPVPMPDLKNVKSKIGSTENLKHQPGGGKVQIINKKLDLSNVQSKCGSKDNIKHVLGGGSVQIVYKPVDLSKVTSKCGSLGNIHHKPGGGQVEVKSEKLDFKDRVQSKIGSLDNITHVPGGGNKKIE
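ThT emission at 510 nm, taken 1 hr after adding 30 uM dye, quantifies aggregates formed when 20 uM heparin acts on human tau K18 P301L for 6 hr at 37 C.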
Tau FP inhib = inhibitors of human tau fibril formation; K18 P301L tau heparin fibrillization, Alexa594 FP, 6 h; Potency, µM (titrated, usually from 57.7 µM), inactives show at the top dose activity, negative = inhibition, most hits filed as inhibitors; hit rate 0.39% among 280,000; AID 1468; note: nearly all actives have a fitted effect of over 55% in size
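Steps: dispense K18 P301L tau (15 uM plus 0.24 uM Alexa 594 tracer, final) in pH 7 sodium acetate; add compound; add heparin (20 uM final); incubate 6 hr, 37 C; add ThT (30 uM final); after 1 hr ambient, read FP.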
RGS12 GoLoco inh = blocks human Gai1 binding to RGS12 GoLoco peptide, red readout; P63096; Gai1:RGS12 GoLoco peptide FP, rhodamine, 10 min; Potency, µM (series often up to 61.6 µM), without a hit: at the top dose activity, negative = inhibition, most hits filed as inhibitors; hit rate 0.44% among 230,000; active = well fitted inhibition curve with a large enough effect, not every such curve was filed as active; inactive = no such curve, though single readings can be large or run the other way; note: nearly all actives have a fitted effect of over 30% in size; many of its hits are not listed in these tables
TRb-SRC2 inh = inhibitors of human thyroid hormone receptor beta-SRC2 interaction. TRbeta-SRC2 peptide binding, fluorescence polarization; receptor liganded with 1 µM T3. Potency, µM (top dose mostly 106 µM), inactives show top-dose activity change, negative = inhibition, most hits filed as inhibitors. hit rate 0.065% among 280,000. AID 1469;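 note: plate controls were bound peptide for no effect and peptide without receptor for full effect; nearly all actives have a fitted effect of over 50% in size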
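Compounds were added to 0.6 uM TRb ligand-binding domain and 20 nM Texas Red-labeled SRC2 peptide in Tris buffer containing 1 uM T3, incubated 5 hr at ambient temperature, then read by fluorescence polarization.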
TR SRC2 fluor cs = Texas Red fluorescence interference in TRb-SRC2 counter-screen; TRb/SRC2 Texas Red total fluorescence interference; Potency, µM (series often up to 106 µM), without a hit: at the top dose fluorescence change, negative = quenching; hit rate 0.29% among 280,000; active = well fitted curve in either direction with a large enough effect; inconclusive = small, poorly fitted or top-dose-only effect
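Flags fluorescent or light-absorbing compounds by total fluorescence, S + 2P, at 555 nm excitation and 632 nm emission. Mixture: 20 nM Texas Red SRC2 peptide, 0.6 uM human TRb LBD, 1 uM T3, 5% DMSO; compound exposure 5 h at ambient temperature.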
L3MBTL1 block = blocks human L3MBTL1; Q9Y468; AlphaScreen L3MBTL1–H3K9me1 peptide binding; Potency, µM (top dose mostly 57.1 µM), for the others: at the highest dose activity, negative = inhibition, hits mostly inhibitors; hit rate 0.66% among 230,000; note: nearly all actives have a fitted effect of over 60% in size
Target sequence (Q9Y468 whole entry, looked up): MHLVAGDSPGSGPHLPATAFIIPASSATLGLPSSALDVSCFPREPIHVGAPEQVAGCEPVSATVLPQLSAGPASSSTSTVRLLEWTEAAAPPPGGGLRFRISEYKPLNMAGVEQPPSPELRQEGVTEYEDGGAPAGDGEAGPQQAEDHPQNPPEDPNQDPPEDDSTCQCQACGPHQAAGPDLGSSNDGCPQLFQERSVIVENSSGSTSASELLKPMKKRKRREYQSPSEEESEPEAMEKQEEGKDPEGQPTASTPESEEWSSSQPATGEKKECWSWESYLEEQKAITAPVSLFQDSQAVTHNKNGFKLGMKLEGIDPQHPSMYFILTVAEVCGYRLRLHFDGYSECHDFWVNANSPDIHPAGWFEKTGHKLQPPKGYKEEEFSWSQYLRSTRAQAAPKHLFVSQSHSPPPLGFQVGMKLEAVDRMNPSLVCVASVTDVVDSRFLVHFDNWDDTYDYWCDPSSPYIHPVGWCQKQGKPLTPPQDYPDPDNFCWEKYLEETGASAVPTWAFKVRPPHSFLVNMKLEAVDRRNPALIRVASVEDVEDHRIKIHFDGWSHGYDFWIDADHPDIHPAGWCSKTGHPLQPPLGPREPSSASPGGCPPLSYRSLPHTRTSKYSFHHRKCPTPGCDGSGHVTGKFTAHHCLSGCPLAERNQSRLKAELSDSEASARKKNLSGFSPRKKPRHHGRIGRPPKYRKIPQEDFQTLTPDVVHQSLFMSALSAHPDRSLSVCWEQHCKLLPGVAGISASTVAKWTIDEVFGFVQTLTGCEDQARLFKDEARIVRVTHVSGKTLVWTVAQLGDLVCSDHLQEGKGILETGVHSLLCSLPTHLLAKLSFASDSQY
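First, the protein-peptide complex forms for 30 min at room temperature (L3MBTL1 50 nM, biotinylated H3K9me1 peptide 75 nM). Next, compounds are pin-transferred and incubated 30 min. Finally, AlphaScreen beads are added and read after 30 min.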
Numbers without * were called inactive; [ ] = remark or other dose. Unless noted, calls come from the whole dose curve; as a rule, active = well fitted curve in the direction sought with a large enough effect; inconclusive = small, poorly fitted or top-dose-only effect, or another doubt; inactive = no such curve, though single readings can be large; an effect the other way counts as inactive or inconclusive. Unless noted, % is set by controls: 0 for no effect and ±100 for the full control effect; potency is the fitted concentration of half-maximal effect. This is a subset; count on the stated rates, not on these rows.

`Cc1ccc(C(=O)CSc2ncc3c(n2)-c2ccccc2N(Cc2ccc(Cl)cc2)S3(=O)=O)cc1` gave Tau fibril ThT 8%, Tau FP inhib -14%, TRb-SRC2 inh 5% and TR SRC2 fluor cs -3%.
For CCOc1c2ccc(C(=O)NCc3ccc(C)cc3)cc2nn1CCOC the results were RECQ1 helicase -1%, JMJD2E inh inconclusive, Tau fibril ThT 0%, Tau FP inhib -4%, RGS12 GoLoco inh 6%, TRb-SRC2 inh -17%, TR SRC2 fluor cs -4% and L3MBTL1 block -2%.
`O=C(CN1CCN(C2CCCCC2)C(=O)C1=O)Nc1ccc(Cl)cc1` gave Tau fibril ThT 7%, Tau FP inhib 4%, TRb-SRC2 inh 1% and TR SRC2 fluor cs -2%.
`O=C(Cn1cnc2onc(-c3ccc(F)cc3)c2c1=O)Nc1cccc(C(F)(F)F)c1` gave Tau fibril ThT 15%, Tau FP inhib inconclusive, TRb-SRC2 inh -23% and TR SRC2 fluor cs inconclusive.
Cc1cccc(NC(=O)CN2C(=O)COc3ccc(S(=O)(=O)Nc4ccccc4)cc32)c1C was read as Tau fibril ThT 17%, Tau FP inhib inconclusive, TRb-SRC2 inh -1% and TR SRC2 fluor cs -4%.
Screening Fc1ccc(OCCOCCNCC2CCCO2)cc1 (stereo unspecified) returned RECQ1 helicase 1%, JMJD2E inh -1%, Tau fibril ThT -1%, Tau FP inhib 2%, RGS12 GoLoco inh 4%, TRb-SRC2 inh -3%, TR SRC2 fluor cs -5% and L3MBTL1 block -2%.
`CCNC(=O)[C@H]1O[C@H](n2cnc3c(N)nc(NCCc4ccc(CCC(=O)O)cc4)nc32)[C@@H](O)[C@@H]1O` gave RECQ1 helicase -9%, JMJD2E inh inconclusive, Tau fibril ThT -6%, Tau FP inhib 7%, RGS12 GoLoco inh 5%, TRb-SRC2 inh 0% and TR SRC2 fluor cs -1%.
For CS(=O)(=O)Nc1ccc(C(=O)NC2CC3CCC2C3)cc1 (stereo unspecified) the results were RECQ1 helicase inactive, JMJD2E inh 5%, Tau fibril ThT -2%, Tau FP inhib 3%, RGS12 GoLoco inh 7%, TRb-SRC2 inh 3% and TR SRC2 fluor cs 1%.
For CCCC/S(C)=N/S(=O)(=O)c1ccc(C)cc1 (stereo unspecified) the results were RECQ1 helicase -13%, JMJD2E inh 6%, Tau fibril ThT -3%, Tau FP inhib -2%, RGS12 GoLoco inh 7%, TRb-SRC2 inh 0%, TR SRC2 fluor cs 1% and L3MBTL1 block 5%.
For O=S(=O)(NC1CC1)c1ccc(S(=O)(=O)N2CCCc3ccccc32)cc1 the results were RECQ1 helicase -2%, JMJD2E inh 1%, Tau fibril ThT -14%, Tau FP inhib -2%, RGS12 GoLoco inh 7%, TRb-SRC2 inh 2%, TR SRC2 fluor cs 2% and L3MBTL1 block -1%.
CCCCN(Cc1ccccc1)S(=O)(=O)c1ccc2c(c1)CCN2C(=O)C1CCC1 was read as Tau fibril ThT -9%, Tau FP inhib -5%, TRb-SRC2 inh -13% and TR SRC2 fluor cs -1%.
For C=CCn1c(SCCN2CCOCC2)nc2c1c(=O)[nH]c(=O)n2C the results were RECQ1 helicase -14%, JMJD2E inh 0%, Tau fibril ThT -11%, Tau FP inhib -12%, RGS12 GoLoco inh 2%, TRb-SRC2 inh -12%, TR SRC2 fluor cs 1% and L3MBTL1 block 2%.
For O=C(Nc1ccccc1F)N(Cc1ccc(F)cc1)Cc1nc2ccccc2c(=O)[nH]1 the results were RECQ1 helicase -1%, JMJD2E inh 58%[activator], Tau fibril ThT -2%, Tau FP inhib 0%, RGS12 GoLoco inh 2%, TRb-SRC2 inh -1%, TR SRC2 fluor cs -3% and L3MBTL1 block -10%.
`CC(Sc1nnc2ccccn12)C(=O)Nc1ccc2c(c1)OCCO2` (stereo unspecified) gave RECQ1 helicase inactive, JMJD2E inh -15%, Tau fibril ThT 1%, Tau FP inhib 2%, RGS12 GoLoco inh 5%, TRb-SRC2 inh 2% and TR SRC2 fluor cs 0%.
Cc1cccc(-n2ncc(C#N)c2N)c1 was read as RECQ1 helicase -2%, JMJD2E inh -2%, Tau fibril ThT 6%, Tau FP inhib 0%, RGS12 GoLoco inh 6%, TRb-SRC2 inh -13% and TR SRC2 fluor cs 0%.
Screening O=C(CCc1cn(Cc2ccc(F)cc2)c2ccccc12)NCCc1ccc(Cl)cc1 returned Tau fibril ThT -5%, Tau FP inhib -4%, TRb-SRC2 inh -6% and TR SRC2 fluor cs 0%.
`Cc1c(CN(C)C)c2c(n1Cc1ccccc1)C(=O)c1ccccc1-2` gave RECQ1 helicase -8%, JMJD2E inh -4%, Tau fibril ThT inconclusive, Tau FP inhib -10%, RGS12 GoLoco inh 15%, TRb-SRC2 inh -5% and TR SRC2 fluor cs -1%.
Screening Cc1ccccc1CN(c1ccc(C(=O)Nc2cccnc2)cc1)S(C)(=O)=O returned RECQ1 helicase -13%, JMJD2E inh 1%, Tau fibril ThT -6%, Tau FP inhib 0%, RGS12 GoLoco inh 8%, TRb-SRC2 inh -6% and TR SRC2 fluor cs 1%.
`Cc1cc(C(=O)OCCO)c(C#N)c(N)n1` gave RECQ1 helicase 0%, JMJD2E inh inconclusive, Tau fibril ThT -3%, Tau FP inhib -1%, RGS12 GoLoco inh -3%, TRb-SRC2 inh -11%, TR SRC2 fluor cs -3% and L3MBTL1 block 0%.
`COc1cccc(NC(=O)c2ccc(S(=O)(=O)N3CCCCC3)cc2)c1` gave RECQ1 helicase -2%, JMJD2E inh -2%, Tau fibril ThT -8%, Tau FP inhib 0%, RGS12 GoLoco inh -14%, TRb-SRC2 inh -8%, TR SRC2 fluor cs 0% and L3MBTL1 block 0%.
For Cc1cccc(Nc2nnc(SCC(=O)NC3CCCc4ccccc43)s2)c1C (stereo unspecified) the results were RECQ1 helicase 5%, JMJD2E inh -2%, Tau fibril ThT 10%, Tau FP inhib 5%, RGS12 GoLoco inh 5%, TRb-SRC2 inh -2%, TR SRC2 fluor cs 0% and L3MBTL1 block -22%.
`CC(=O)NC1C(=O)N(CC(C)C)c2ccccc21` (stereo unspecified) gave RECQ1 helicase -2%, JMJD2E inh -5%, Tau fibril ThT -15%, Tau FP inhib 0%, RGS12 GoLoco inh -18%, TRb-SRC2 inh 12% and TR SRC2 fluor cs 1%.
`O=C(Nc1cccc(S(=O)(=O)NCc2ccco2)c1)c1cc(-c2ccc(F)cc2)nc2ccccc12` gave RECQ1 helicase -25%, JMJD2E inh inconclusive, Tau fibril ThT -1%, Tau FP inhib inconclusive, RGS12 GoLoco inh -13%, TRb-SRC2 inh -3%, TR SRC2 fluor cs 0% and L3MBTL1 block -9%.
`COCCN1CCC(CNCc2cn(-c3cc(C)ccc3C)nc2-c2ccccc2)C1` (stereo unspecified) gave RECQ1 helicase -8%, JMJD2E inh 4%, Tau fibril ThT -1%, Tau FP inhib 0%, RGS12 GoLoco inh 70%[activator], TRb-SRC2 inh 4%, TR SRC2 fluor cs -1% and L3MBTL1 block -17%.
Screening CCn1c(=N)n(CCOc2ccc(Br)cc2)c2ccccc21 returned Tau fibril ThT -6%, Tau FP inhib 0%, TRb-SRC2 inh 5% and TR SRC2 fluor cs -2%.
COc1ccc(Nc2nc(N)nc(CSC(=S)N3CCN(c4ccccc4)CC3)n2)cc1 was read as RECQ1 helicase -8%, JMJD2E inh -4%, Tau fibril ThT inconclusive, Tau FP inhib 5%, RGS12 GoLoco inh -1%, TRb-SRC2 inh -3%, TR SRC2 fluor cs -2% and L3MBTL1 block -19%.
`CC(=N/O)/C(=N\O)c1ccc(C)o1` gave RECQ1 helicase -3%, JMJD2E inh 5%, Tau fibril ThT -14%, Tau FP inhib -8%, RGS12 GoLoco inh 8%, TRb-SRC2 inh 0%, TR SRC2 fluor cs -3% and L3MBTL1 block -7%.
CN(C)/C=C/C(=O)c1ccc(Br)cc1 was read as RECQ1 helicase inconclusive, JMJD2E inh -1%, Tau fibril ThT -7%, Tau FP inhib 11%, RGS12 GoLoco inh 21%, TRb-SRC2 inh 2%, TR SRC2 fluor cs -1% and L3MBTL1 block 5%.
Screening COc1ccccc1CNC(=O)c1cnc2sc(N3CCCCC3)nn2c1=O returned Tau fibril ThT -5%, Tau FP inhib -11%, TRb-SRC2 inh -4% and TR SRC2 fluor cs -1%.
O=C(CSc1cn(CC(=O)N2CCCCCC2)c2ccccc12)NCC1CCCO1 (stereo unspecified) was read as RECQ1 helicase -15%, JMJD2E inh 1%, Tau fibril ThT -18%, Tau FP inhib -4%, RGS12 GoLoco inh 1%, TRb-SRC2 inh -1% and TR SRC2 fluor cs -2%.

5 compounds picked at random from the list so far:
For CCCC/S(C)=N/S(=O)(=O)c1ccc(C)cc1 (stereo unspecified) the results were RECQ1 helicase -13%, JMJD2E inh 6%, Tau fibril ThT -3%, Tau FP inhib -2%, RGS12 GoLoco inh 7%, TRb-SRC2 inh 0%, TR SRC2 fluor cs 1% and L3MBTL1 block 5%.
For O=S(=O)(NC1CC1)c1ccc(S(=O)(=O)N2CCCc3ccccc32)cc1 the results were RECQ1 helicase -2%, JMJD2E inh 1%, Tau fibril ThT -14%, Tau FP inhib -2%, RGS12 GoLoco inh 7%, TRb-SRC2 inh 2%, TR SRC2 fluor cs 2% and L3MBTL1 block -1%.
COc1ccc(Nc2nc(N)nc(CSC(=S)N3CCN(c4ccccc4)CC3)n2)cc1 was read as RECQ1 helicase -8%, JMJD2E inh -4%, Tau fibril ThT inconclusive, Tau FP inhib 5%, RGS12 GoLoco inh -1%, TRb-SRC2 inh -3%, TR SRC2 fluor cs -2% and L3MBTL1 block -19%.
Cc1cccc(-n2ncc(C#N)c2N)c1 was read as RECQ1 helicase -2%, JMJD2E inh -2%, Tau fibril ThT 6%, Tau FP inhib 0%, RGS12 GoLoco inh 6%, TRb-SRC2 inh -13% and TR SRC2 fluor cs 0%.
Screening CCn1c(=N)n(CCOc2ccc(Br)cc2)c2ccccc21 returned Tau fibril ThT -6%, Tau FP inhib 0%, TRb-SRC2 inh 5% and TR SRC2 fluor cs -2%.

Screens (PubChem BioAssay)
